Compound activity as filed in PubChem.
CHRM1 PAM: human M1 muscarinic receptor positive allosteric modulators, primary screen, CHO-K1 cells, Fluo-8 calcium fluorescence, 1536-well. Muscarinic acetylcholine receptor M1 (Homo sapiens), P11229. CHO-K1 hM1, ACh EC20; 0% = ACh EC20, 100% = maximal ACh. activation, % at 3 µM. 360,000 tested, 0.088% active. AID 588819, 2011; in the data active = activation above about 19%, passing the limit was not always enough
CHRM5 antagonist: human M5 muscarinic receptor antagonists, primary screen, CHO cells, Fluo-8 calcium fluorescence. Muscarinic acetylcholine receptor M5 (Homo sapiens), P08912. CHO-hM5 cells, ACh EC80. inhibition, % at 3 µM. 360,000 tested, 0.59% active;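 active = inhibition above a per-plate cutoff, the mean of that plate's test compounds plus 3 SD, cut at about 27% in these data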;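 note: 0% = acetylcholine EC80 with DMSO and 100% = DMSO without agonist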
Target sequence (P08912 whole entry, looked up): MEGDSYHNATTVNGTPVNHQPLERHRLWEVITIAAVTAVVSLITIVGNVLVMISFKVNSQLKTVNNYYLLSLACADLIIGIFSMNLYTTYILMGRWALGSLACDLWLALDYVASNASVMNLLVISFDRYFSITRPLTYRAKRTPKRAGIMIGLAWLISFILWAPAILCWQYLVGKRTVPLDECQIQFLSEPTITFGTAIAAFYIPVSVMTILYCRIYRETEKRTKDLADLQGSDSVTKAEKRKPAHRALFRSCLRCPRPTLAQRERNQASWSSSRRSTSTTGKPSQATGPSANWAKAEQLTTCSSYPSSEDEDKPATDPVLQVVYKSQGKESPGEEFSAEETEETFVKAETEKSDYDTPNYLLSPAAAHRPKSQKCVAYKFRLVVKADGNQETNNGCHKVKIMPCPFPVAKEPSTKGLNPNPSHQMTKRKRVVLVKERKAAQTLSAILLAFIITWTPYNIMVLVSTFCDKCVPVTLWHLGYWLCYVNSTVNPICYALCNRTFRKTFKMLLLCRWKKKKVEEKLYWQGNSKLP
CHRM1 antagonist: human M1 muscarinic receptor antagonists, primary screen, CHO-K1 cells, Fluo-8 calcium fluorescence, 1536-well; inhibition, % at 3 µM; 360,000 tested, 1.3% active; CHO-K1 hM1, ACh EC80 antagonist; AID 588852, 2011;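 active = percent inhibition above its own plate's cutoff, namely the mean of that plate's compound wells plus 3 SD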;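 note: peak over basal fluorescence ratio during 140 s after agonist addition; 0% = ACh EC80 plus DMSO and 100% = DMSO alone without agonist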
M5 PAM: human M5 muscarinic receptor positive allosteric modulators, primary screen, CHO-K1 cells, Fluo-8 calcium fluorescence | 360,000 tested, 0.3% active | AID 624038, 2012 | CHO-K1 hM5, ACh EC20 PAM; 0% = ACh EC20, 100% = ACh EC100 | Muscarinic acetylcholine receptor M5 (Homo sapiens), P08912 | activation, % at 3 µM;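 active = activation above the run cutoff, the mean activation of all test compounds plus 3 SD, cut at about 18% in these data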
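system = human M5 receptor in CHO-K1 cells | reagent = EC20 acetylcholine as agonist stimulus | compound dosing = single-point, 3 µM nominal | incubation = Fluo-8 loading 80 min at 37 °C plus 30 min room temperature | detection = Fluo-8 calcium dye fluorescence, kinetic read | benchmarks = low control EC20 acetylcholine (0%), high control EC100 acetylcholine (100%)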
CHRM5 agonist: human M5 muscarinic receptor agonists, primary screen, CHO-K1 cells, Fluo-8 calcium fluorescence; CHO-K1 hM5 cells; 0% DMSO wells, 100% maximal acetylcholine response; activation, % at 3 µM; 360,000 tested, 0.19% active; AID 624037, 2012;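 active = activation above the run's mean over test compounds plus 3 SD, cut at about 23% in these data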;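 note: signal is peak over basal fluorescence ratio across the kinetic read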
M4 antag: human M4 muscarinic receptor antagonists, primary screen, CHO cells, Fluo-8 calcium fluorescence; Muscarinic acetylcholine receptor M4 (Homo sapiens), P08173; CHO-hM4 cells, ACh EC80; inhibition, % at 3 µM; 360,000 tested, 0.73% active; AID 624125, 2012;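 active = inhibition above its plate's cutoff, the mean inhibition of sample wells plus 3 SD, cut at about 27% in these data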;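 note: 0% = acetylcholine EC80 with DMSO and 100% = DMSO without agonist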
Target sequence (P08173 whole entry, looked up): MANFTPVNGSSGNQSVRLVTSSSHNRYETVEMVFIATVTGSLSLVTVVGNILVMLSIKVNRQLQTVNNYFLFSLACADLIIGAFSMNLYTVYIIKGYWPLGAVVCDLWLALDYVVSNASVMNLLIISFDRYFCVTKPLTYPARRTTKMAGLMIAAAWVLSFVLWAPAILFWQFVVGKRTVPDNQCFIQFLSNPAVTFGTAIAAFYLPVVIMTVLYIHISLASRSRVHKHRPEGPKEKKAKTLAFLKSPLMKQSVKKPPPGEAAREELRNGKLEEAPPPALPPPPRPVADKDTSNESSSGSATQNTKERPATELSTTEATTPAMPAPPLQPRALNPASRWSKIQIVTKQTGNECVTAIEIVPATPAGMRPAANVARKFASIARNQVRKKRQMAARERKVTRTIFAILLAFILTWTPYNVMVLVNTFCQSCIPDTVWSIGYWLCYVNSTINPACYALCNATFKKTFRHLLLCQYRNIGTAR
CHRM4 agonist: human M4 muscarinic receptor agonists, primary screen, CHO-K1 cells, Fluo-8 calcium fluorescence; Muscarinic acetylcholine receptor M4 (Homo sapiens), P08173; activation, % at 3 µM; AID 624127, 2012; 360,000 tested, 0.14% active; CHO-K1 hM4/Gqi5; vehicle 0%, full acetylcholine response 100%;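 active = activation above the run mean over all test wells plus 3 SD, cut at about 32% in these data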;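 note: peak over basal fluorescence ratio per well then scaled between controls; 0% = DMSO wells and 100% = acetylcholine at EC100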
CHRM4 PAM: human M4 muscarinic receptor positive allosteric modulators, primary screen, CHO-K1 cells, Fluo-8 calcium fluorescence; Muscarinic acetylcholine receptor M4 (Homo sapiens), P08173; CHO-K1 hM4/Gqi5, ACh EC20; 0% = ACh EC20, 100% = maximal ACh; activation, % at 3 µM; 360,000 tested, 0.4% active; AID 624126, 2012;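 active = activation above its plate's cutoff, the mean activation of sample wells plus 3 SD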; note: some results filed as inactive read as strong as hits
CRFBP-R2 agonist: agonists of CRF-BP/CRF-R2 complex, primary screen, cell-based, HEK293, calcium dye fluorescence, uHTS | activation, % at 13.2 µM | AID 588473, 2011 | 350,000 tested, 0.46% active | calcium dye fluorescence (FLIPR); percent of saturating CRF peptide response;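 active = activation of at least 50%, plus an integration ratio under a set limit after plate pattern correction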;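 note: plate controls were neutral control wells without compound for no effect and CRF at EC100 for full effect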
* marks the source's active call; other numbers are inactive results.

How did O=C1NC(Cc2ccc(O)cc2)c2nc3cc(F)ccc3c(=O)n2-c2ncccc21 (stereo not given) do in these assays?
CHRM1 PAM: 6; CHRM5 antagonist: 2; CHRM1 antagonist: -10; M5 PAM: -1; CHRM5 agonist: 1; M4 antag: -10; CHRM4 agonist: 2; CHRM4 PAM: 5; CRFBP-R2 agonist: 0.7

Results for Cc1cc2ccccc2c(=O)n1CC(=O)NCC(=O)N(C)C1CCCCC1 ?
CHRM1 PAM: 13; CHRM5 antagonist: -6; CHRM1 antagonist: -7; M5 PAM: 5; CHRM5 agonist: 0; M4 antag: 5; CHRM4 agonist: 0; CHRM4 PAM: 10; CRFBP-R2 agonist: 0.9

What do the screens show for `COc1cc(C(=O)NCC(C)(C)CNC(=O)c2cc(OC)c(OC)c(OC)c2)cc(OC)c1OC`?
CHRM1 PAM: -1; CHRM5 antagonist: -2; CHRM1 antagonist: 1; M5 PAM: -4; CHRM5 agonist: 9; M4 antag: -10; CHRM4 agonist: 4; CHRM4 PAM: 0; CRFBP-R2 agonist: -0.3

Results for COc1ccccc1C1/C(=C(/O)c2ccccc2)C(=O)C(=O)N1CC(C)O (stereo not given) ?
CHRM1 PAM: 5; CHRM5 antagonist: 5; CHRM1 antagonist: -4; M5 PAM: -7; CHRM5 agonist: 0; M4 antag: 0; CHRM4 agonist: 1; CHRM4 PAM: 2; CRFBP-R2 agonist: 1.0

Results for CCCn1c(=O)c2ccccc2n2c(SCC(=O)NCc3cccs3)nnc12 ?
CHRM1 PAM: 8; CHRM5 antagonist: -7; CHRM1 antagonist: -11; M5 PAM: 15; CHRM5 agonist: -4; M4 antag: -8; CHRM4 agonist: 1; CHRM4 PAM: 11; CRFBP-R2 agonist: 1.9

How did COc1ccc(N(CC(=O)N2CCCC(C)C2)S(=O)(=O)c2c(C)nn(C)c2C)cc1 (stereo not given) do in these assays?
CHRM1 PAM: -2; CHRM5 antagonist: 3; CHRM1 antagonist: -4; M5 PAM: -7; CHRM5 agonist: 1; M4 antag: -3; CHRM4 agonist: 1; CHRM4 PAM: -3; CRFBP-R2 agonist: 0.0

How did COc1cccc(N2CCN(C(=O)c3ccc(-c4ccccc4)cc3)CC2)c1 do in these assays?
CHRM1 PAM: 5; CHRM5 antagonist: -14; CHRM1 antagonist: -14; M5 PAM: 10; CHRM5 agonist: -6; M4 antag: 0; CHRM4 agonist: 2; CHRM4 PAM: -3; CRFBP-R2 agonist: -0.1

What do the screens show for `C=C1c2cc(CC)ccc2NC(=O)N1c1ccc(C)cc1`?
CHRM1 PAM: -1; CHRM5 antagonist: -2; CHRM1 antagonist: 6; M5 PAM: -10; CHRM5 agonist: -2; M4 antag: -2; CHRM4 agonist: 1; CHRM4 PAM: -7; CRFBP-R2 agonist: 4.0

What do the screens show for `CCOC(=O)c1ccc(-n2cccc2/C=C2\NC(=O)NC2=O)cc1`?
CHRM1 PAM: -21; CHRM5 antagonist: 13; CHRM1 antagonist: 21; M5 PAM: -18; CHRM5 agonist: 4; M4 antag: -2; CHRM4 agonist: 26; CHRM4 PAM: -5; CRFBP-R2 agonist: -0.6

How did COc1ccccc1-c1cc2nc(-c3ccccc3)cc(N3CCN(C(=O)c4ccoc4)CC3)n2n1 do in these assays?
CHRM1 PAM: -9; CHRM5 antagonist: -2; CHRM1 antagonist: 10; M5 PAM: -1; CHRM5 agonist: 3; M4 antag: 6; CHRM4 agonist: 8; CHRM4 PAM: -5; CRFBP-R2 agonist: 3.8

What do the screens show for `CN(C)S(=O)(=O)n1cc(/C=C(\NC(=O)c2ccccc2)C(=O)N2CCCC2)c2ccccc21`?
CHRM1 PAM: 13; CHRM5 antagonist: 6; CHRM1 antagonist: -14; M5 PAM: 0; CHRM5 agonist: 0; M4 antag: 0; CHRM4 agonist: 6; CHRM4 PAM: 3; CRFBP-R2 agonist: -1.4

What do the screens show for `COc1ccc(-n2c(C)nc3c(cnn3-c3ccc(C)c(C)c3)c2=O)cc1`?
CHRM1 PAM: 11; CHRM5 antagonist: 4; CHRM1 antagonist: -12; M5 PAM: -1; CHRM5 agonist: 1; M4 antag: 31*; CHRM4 agonist: 1; CHRM4 PAM: -11; CRFBP-R2 agonist: 2.4

What do the screens show for `O=C(O)c1[nH]c2ccccc2c1C(c1cc(Br)ccc1O)c1c(C(=O)O)[nH]c2ccccc12`?
CHRM1 PAM: 3; CHRM5 antagonist: 5; CHRM1 antagonist: -4; M5 PAM: -1; CHRM5 agonist: -5; M4 antag: -12; CHRM4 agonist: 1; CHRM4 PAM: 6; CRFBP-R2 agonist: 2.5

How did CCN(CC)S(=O)(=O)c1ccc(/C=C/C(=O)Nc2c(C)n(C)n(-c3ccccc3)c2=O)cc1 do in these assays?
CHRM1 PAM: 6; CHRM5 antagonist: 5; CHRM1 antagonist: 12; M5 PAM: 6; CHRM5 agonist: -3; M4 antag: 1; CHRM4 agonist: 0; CHRM4 PAM: 0; CRFBP-R2 agonist: -0.5

How did COc1ccccc1N1CCN(CC(=O)c2c[nH]c3ccccc23)CC1 do in these assays?
CHRM1 PAM: 8; CHRM5 antagonist: 13; CHRM1 antagonist: -7; M5 PAM: -4; CHRM5 agonist: -3; M4 antag: -11; CHRM4 agonist: 4; CHRM4 PAM: -3; CRFBP-R2 agonist: 0.1

How did COc1ccc(NC(=O)CN(C)C(=O)c2ccc3ccccc3n2)cc1 do in these assays?
CHRM1 PAM: 7; CHRM5 antagonist: 13; CHRM1 antagonist: -18; M5 PAM: -6; CHRM5 agonist: 0; M4 antag: -10; CHRM4 agonist: 1; CHRM4 PAM: 7; CRFBP-R2 agonist: 0.2

Results for CC(C(=O)NC1CCCC1)N(Cc1ccc2c(c1)OCO2)C(=O)c1snc(C(N)=O)c1N (stereo not given) ?
CHRM1 PAM: 4; CHRM5 antagonist: 4; CHRM1 antagonist: -1; M5 PAM: -7; CHRM5 agonist: 2; M4 antag: 6; CHRM4 agonist: 6; CHRM4 PAM: -2; CRFBP-R2 agonist: 0.3

How did CC1(N2CCCCC2)CC2(O)C(=[N+]1[O-])CCC/C2=N\O (stereo not given) do in these assays?
CHRM1 PAM: 5; CHRM5 antagonist: -5; CHRM1 antagonist: -9; M5 PAM: 2; CHRM5 agonist: -2; M4 antag: -1; CHRM4 agonist: 0; CHRM4 PAM: 0; CRFBP-R2 agonist: -0.4

How did O=C(COc1ccccc1)NCC(=O)Nc1ccncc1 do in these assays?
CHRM1 PAM: 12; CHRM5 antagonist: 3; CHRM1 antagonist: -12; M5 PAM: 5; CHRM5 agonist: 5; M4 antag: -9; CHRM4 agonist: 1; CHRM4 PAM: 7; CRFBP-R2 agonist: 0.6

How did COc1ccc(OC/C(O)=C(\C#N)c2nc3ccccc3[nH]2)cc1 do in these assays?
CHRM1 PAM: 8; CHRM5 antagonist: 1; CHRM1 antagonist: -8; M5 PAM: 10; CHRM5 agonist: 1; M4 antag: -15; CHRM4 agonist: 1; CHRM4 PAM: 13; CRFBP-R2 agonist: -1.1

Already shown: 2 of the compounds above.
How did O=C(COc1ccccc1)NCC(=O)Nc1ccncc1 do in these assays?
CHRM1 PAM: 12; CHRM5 antagonist: 3; CHRM1 antagonist: -12; M5 PAM: 5; CHRM5 agonist: 5; M4 antag: -9; CHRM4 agonist: 1; CHRM4 PAM: 7; CRFBP-R2 agonist: 0.6

How did COc1ccc(OC/C(O)=C(\C#N)c2nc3ccccc3[nH]2)cc1 do in these assays?
CHRM1 PAM: 8; CHRM5 antagonist: 1; CHRM1 antagonist: -8; M5 PAM: 10; CHRM5 agonist: 1; M4 antag: -15; CHRM4 agonist: 1; CHRM4 PAM: 13; CRFBP-R2 agonist: -1.1

The list continues:
Results for COc1ccc(C(CC(=O)NCc2ccccc2)Sc2n[nH]c(-c3ccc(Cl)cc3)n2)cc1 (stereo not given) ?
CHRM1 PAM: 3; CHRM5 antagonist: 5; CHRM1 antagonist: -8; M5 PAM: -4; CHRM5 agonist: 1; M4 antag: 0; CHRM4 agonist: 0; CHRM4 PAM: 0; CRFBP-R2 agonist: -0.8

Results for COc1ccc(Cl)cc1NC(=O)CN(C)C(=O)Cc1ccc2c(c1)CCC2 ?
CHRM1 PAM: 0; CHRM5 antagonist: 22; CHRM1 antagonist: 3; M5 PAM: -8; CHRM5 agonist: -2; M4 antag: 5; CHRM4 agonist: 2; CHRM4 PAM: -3; CRFBP-R2 agonist: -1.2

What do the screens show for `COc1ccccc1NC(=O)c1cc2cc(Br)ccc2oc1=N`?
CHRM1 PAM: 7; CHRM5 antagonist: 7; CHRM1 antagonist: 6; M5 PAM: -6; CHRM5 agonist: -2; M4 antag: -22; CHRM4 agonist: 1; CHRM4 PAM: 9; CRFBP-R2 agonist: 1.4

Results for Cc1c(Cl)c([N+](=O)[O-])nn1CC(=O)NCc1cccnc1 ?
CHRM1 PAM: 17; CHRM5 antagonist: -1; CHRM1 antagonist: -10; M5 PAM: 0; CHRM5 agonist: -4; M4 antag: -5; CHRM4 agonist: 1; CHRM4 PAM: 16; CRFBP-R2 agonist: -1.2

How did Cc1ccc(CNC(=O)C(=O)NCCCn2ccnc2)cc1 do in these assays?
CHRM1 PAM: -1; CHRM5 antagonist: 0; CHRM1 antagonist: -8; M5 PAM: 1; CHRM5 agonist: 1; M4 antag: 13; CHRM4 agonist: 0; CHRM4 PAM: 9; CRFBP-R2 agonist: -1.4

How did COC(=O)c1cc(OC)c(OC)cc1NC(=O)C(C)c1ccc([N+](=O)[O-])cc1 (stereo not given) do in these assays?
CHRM1 PAM: -3; CHRM5 antagonist: 10; CHRM1 antagonist: -4; M5 PAM: -10; CHRM5 agonist: -2; M4 antag: -9; CHRM4 agonist: 4; CHRM4 PAM: -7; CRFBP-R2 agonist: -0.9

Results for O=C(NCC1CCCO1)C1CCN(C2CCN(C(=O)CC3CCCC3)CC2)CC1 (stereo not given) ?
CHRM1 PAM: 6; CHRM5 antagonist: -3; CHRM1 antagonist: 9; M5 PAM: 0; CHRM5 agonist: -3; M4 antag: 9; CHRM4 agonist: 1; CHRM4 PAM: -5; CRFBP-R2 agonist: -3.9

Results for Cc1ccccc1NC(=O)CCN1CCCCCC1 ?
CHRM1 PAM: -1; CHRM5 antagonist: -5; CHRM1 antagonist: 0; M5 PAM: 2; CHRM5 agonist: -3; M4 antag: 3; CHRM4 agonist: 0; CHRM4 PAM: 4; CRFBP-R2 agonist: -0.3

How did Cc1ccc(/C=N/N2CCCCC2)o1 do in these assays?
CHRM1 PAM: 11; CHRM5 antagonist: -15; CHRM1 antagonist: -5; M5 PAM: 9; CHRM5 agonist: 5; M4 antag: 8; CHRM4 agonist: 2; CHRM4 PAM: 11; CRFBP-R2 agonist: -0.3
